Compound activity as filed in PubChem BioAssay.
G6PDH counter = counter-screen for G6PDH assay hits: L. mesenteroides G6PDH inhibition | Purified L. mesenteroides G6PDH, diaphorase/resazurin coupled fluorescence, 45 min | inhibition, % at 5 µM | actives 0.12% (n = 200,000) | AID 1020; in the data active = inhibition above about 50%
Diaphorase act = counter-screen for diaphorase-based assays: diaphorase activators and chemical reducers; Diaphorase/resazurin coupled assay, resorufin fluorescence, 16 min; active compounds read high; 1 = vehicle wells, 0 = NADH-free wells; activation factor at 20 µM; actives 0.005% (n = 190,000); AID 1229;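 active = diaphorase activity raised at least twofold by the compound at 20 µM; inactive = activation factor below 2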
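Material: Purified diaphorase enzyme from Clostridium kluyveri | Buffer or medium: 50 mM HEPES pH 7.4 with 4.542 mM MgCl2, 0.005% Tween 20 | Times: 16 min enzyme reaction, ambient temperature | Signal: Red resorufin fluorescence at 544/590 nm excitation/emission | Measure: Increased resorufin signal from activators or reducing compounds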
APP 5UTR inh = APP translation inhibition; SH-SY5Y APP 5'UTR-luciferase reporter, luminescence; inhibition, % at 2 µM; actives 0.82% (n = 190,000); AID 1285;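 active = inhibition above a set limit, derived from the sample mean plus 3 SD, cut at about 45% in these data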; also: values of inactives mirror those of a sister screen read the other way
STAT3 blocker = reduces IL-6 driven STAT3 reporter signal; U3A cells, IL-6 STAT3-luciferase reporter, luminescence; host cell line lacks STAT1; inhibition, % at 5.5 µM; actives 0.89% (n = 190,000); AID 862;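 active = inhibition above the mean inhibition across all screened compounds plus 3 SD, cut at about 44% in these data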;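 also: 0% = DMSO only wells and 100% = 100 µM nifuroxazide control wells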
STAT1 activator = activators of IFN-gamma induced STAT1 signaling; NIH 3T3 STAT1-luciferase reporter, luminescence; 100% = IFN-gamma alone, no compound; activation (% of control), % at 5.5 µM; actives 2.6% (n = 200,000); AID 932;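 active = activation above the screen-wide mean activation plus 3 SD, cut at about 130% in these data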;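 also: raw ratio to IFN-gamma control signal so 100% means no change and 0% no light; values of inactives mirror those of a sister screen read the other way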
STAT1 inh = STAT1 signaling inhibition; NIH 3T3 STAT1-luciferase reporter, IFN-gamma, luminescence; inhibition, % at 5.5 µM; actives 0.35% (n = 200,000); AID 920;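 active = inhibition above a set limit, the mean inhibition across all tested compounds plus 3 SD, cut at about 34% in these data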;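 also: 0% = IFN-gamma with DMSO and 100% = IFN-gamma with 300 µM nifuroxazide; values of inactives mirror those of a sister screen read the other way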
STAT3 activator = increases IL-6 driven STAT3 reporter signal; AID 871; actives 0.91% (n = 190,000); U3A cells, IL-6 STAT3-luciferase reporter, luminescence; 100% = signal with IL-6 EC80 alone; activation (% of control), % at 5.6 µM;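 active = activation above the screen-wide mean of compound activation plus 3 SD, cut at about 130% in these data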;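 also: 0% = background luminescence of wells with medium and substrate only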
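Material: STAT3-luciferase reporter U3A cells. Controls: IL-6-treated wells, 100% activation. Read-out: % activation versus median of IL-6-stimulated wells. Probe or stimulus: IL-6 stimulus at 33 ng/mL final. Timing: compound 1 h, then IL-6 6 h at 37 °C. Signal: reporter luminescence signal.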
Hsp70 activator = switches on Hsp70 transcription; HeLa Hsp70 promoter luciferase reporter, luminescence; scaled: vehicle 0, proteasome-inhibitor control 100%; activation, % at 10 µM; actives 0.04% (n = 200,000); AID 1203;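 active = activation above the mean across all tested compounds plus 3 SD, cutoff set per campaign, cut at about 5.5% in these data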;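 also: 100% = MG132 at 30 µM as the positive control and 0% = DMSO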
TLR4 MyD88 comp = TLR4-MyD88 interaction inhibition in cells | O00206+Q99836 | HeLa CL3-4 TLR4/MyD88 BLA complementation, FRET ratio | AID 861 | inhibition, % at 8.4 µM | actives 0.18% (n = 200,000); in the data active = inhibition above about 25%;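 also: 0% = vehicle and 100% = reference inhibitor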
Target sequence (O00206 whole entry, looked up): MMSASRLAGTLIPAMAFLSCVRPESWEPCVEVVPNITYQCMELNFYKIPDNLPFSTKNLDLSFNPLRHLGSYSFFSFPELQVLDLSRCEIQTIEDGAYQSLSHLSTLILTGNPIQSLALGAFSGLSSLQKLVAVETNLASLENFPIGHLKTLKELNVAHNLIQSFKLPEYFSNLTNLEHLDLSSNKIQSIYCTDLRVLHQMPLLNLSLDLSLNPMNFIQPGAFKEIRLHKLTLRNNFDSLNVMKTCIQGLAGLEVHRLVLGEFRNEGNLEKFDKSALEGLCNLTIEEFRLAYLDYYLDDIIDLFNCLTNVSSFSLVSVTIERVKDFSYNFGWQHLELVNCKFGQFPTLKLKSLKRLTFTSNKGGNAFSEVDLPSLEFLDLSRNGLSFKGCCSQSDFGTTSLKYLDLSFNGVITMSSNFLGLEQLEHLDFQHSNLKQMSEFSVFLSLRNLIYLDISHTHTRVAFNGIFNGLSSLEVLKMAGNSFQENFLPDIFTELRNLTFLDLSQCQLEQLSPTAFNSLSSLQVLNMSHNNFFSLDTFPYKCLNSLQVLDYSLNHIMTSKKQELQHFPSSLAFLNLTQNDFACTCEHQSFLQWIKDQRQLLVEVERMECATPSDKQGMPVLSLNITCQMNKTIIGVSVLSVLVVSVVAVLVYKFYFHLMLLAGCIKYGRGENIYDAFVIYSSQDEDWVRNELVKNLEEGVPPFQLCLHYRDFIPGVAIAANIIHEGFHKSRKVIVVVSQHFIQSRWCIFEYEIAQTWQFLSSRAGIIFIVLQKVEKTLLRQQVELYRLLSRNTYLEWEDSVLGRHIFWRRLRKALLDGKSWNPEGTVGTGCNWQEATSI
Target sequence (Q99836 whole entry, looked up): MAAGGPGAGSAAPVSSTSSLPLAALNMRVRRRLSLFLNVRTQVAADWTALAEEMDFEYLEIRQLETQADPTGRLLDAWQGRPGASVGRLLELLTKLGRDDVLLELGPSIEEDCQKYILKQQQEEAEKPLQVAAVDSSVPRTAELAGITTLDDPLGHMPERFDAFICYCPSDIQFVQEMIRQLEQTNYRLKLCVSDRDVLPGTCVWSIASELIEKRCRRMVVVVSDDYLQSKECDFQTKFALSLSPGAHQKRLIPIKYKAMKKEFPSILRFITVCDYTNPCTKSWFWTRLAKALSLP
Diaphorase inh = diaphorase inhibition or chemical oxidation counter-screen; diaphorase resazurin-to-resorufin fluorescence, NADH, 16 min; bacterial (C. kluyveri) enzyme, not human; inhibition, % at 20 µM; actives 0.69% (n = 190,000);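 active = primary screen inhibition at 20 µM above a set limit, cut at about 50% in these data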;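 also: plate controls were DMSO with full reaction for no effect and wells lacking NADH for full effect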
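Test system: bacterial diaphorase enzyme (C. kluyveri); Quantity: 0.14 U/mL diaphorase, enzyme working solution; Times: reaction incubation of 16 min at room temperature; Measured by: fluorescence of resorufin formed from resazurin, Ex 544/Em 590 nm; Benchmarks: positive control minus NADH, DMSO neutral control.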
* marks the source's active call; other numbers are inactive results; / = not tested or not shown.

SMILES	G6PDH counter	Diaphorase act	APP 5UTR inh	STAT3 blocker	STAT1 activator	STAT1 inh	STAT3 activator	Hsp70 activator	TLR4 MyD88 comp	Diaphorase inh
COc1ccc(NS(=O)(=O)c2ccc(S(=O)(=O)N3CCOCC3)cc2)cc1	-3	0.9	-20	11	90	10	95	-0.3	-2	11
O=C(CCC1CCCC1)Nc1ccc(C(=O)NCc2cccnc2)cc1	15	0.8	29	4	107	-8	101	0.1	-1	22
CCN(CCNC(=O)Cn1c(=O)sc2ccccc21)c1ccccc1	16	0.8	-3	/	/	/	/	/	/	17
CCCCNC(=O)/C=C1\Sc2ccccc2NC1=O	-15	1	-8	13	105	-6	87	-0.2	6	0
CCOC(=O)C1CCCN(C(=O)Cc2ccc(C)cc2)C1 (centres undefined)	2	0.9	17	1	87	10	99	-0.2	1	13
Cc1noc(/C=C/N(C)C)c1S(=O)(=O)N1CCCC(C(=O)NC(C)c2ccccc2)C1 (centres undefined)	9	0.9	-11	4	98	3	101	0.3	-5	8
O=C(Nc1cccc(NC(=O)c2ccc(Br)o2)n1)c1ccc(Br)o1	-8	0.8	27	4	100	0	100	0.0	-6	22
COc1ccc(N2CCN(C(=O)CSc3nnc4n3C(C)(C)Cc3ccccc3-4)CC2)cc1	-19	0.9	12	11	98	3	95	-0.1	-15	14
CS(=O)(=O)N1CCC(C(=O)N2CCN(c3ccc(F)cc3)CC2)CC1	1	/	5	12	93	8	94	-0.3	1	/
O=C(Nc1cccc(Cl)c1N1CCCCC1)c1ccc(N2CCOCC2)c([N+](=O)[O-])c1	13	0.9	14	-4	102	1	101	-0.2	1	7
CC(C)(C)NC(=O)CSCc1c(Cl)cccc1Cl	6	0.9	-2	2	104	-5	103	-0.3	-10	9
COc1ccc(S(=O)(=O)N2CCN(S(=O)(=O)c3ccc(C(F)(F)F)cc3)CC2)cc1C	4	1	1	0	98	2	103	0.1	12	2
Cc1cccc(C)c1N1CCN(S(=O)(=O)N2CCOCC2)CC1	-2	0.9	20	-4	101	-1	106	-0.2	-7	10
CCNc1nc(SCCOc2ccc(Br)cc2)nc(N(C)C)n1	-1	0.9	5	12	102	-4	93	0.1	-5	8
Cc1ccc(N2C(=O)c3cccc(Oc4ccc(Cl)cc4)c3C2=O)c(C)c1	-14	0.8	-10	5	88	13	99	-0.4	-2	25
Cc1cc(C(=O)CSc2nnc3c(Cl)cc(Cl)cn23)c(C)n1C	6	1.1	1	5	96	4	96	-0.3	9	-12
C=CCN(C(=O)c1cccc(N2C(=O)C3CC=CC(C)C3C2=O)c1)c1ccccc1 (centres undefined)	5	0.8	8	6	102	-3	101	-0.3	2	17
CN1CCc2c(C#N)c(N3CCCCC3)nc(NCc3ccccc3)c2C1	23	0.8	-6	-6	111	-12	109	0.1	1	17
O=C1OCc2cc(-n3cccc3)ccc21	4	0.9	14	20	100	-2	85	-0.1	-1	11
COC(=O)C1=C(C)N(CCc2c[nH]c3ccccc23)C(=O)/C1=C\N(C)C	12	0.9	-15	13	101	-3	98	-0.1	-13	8
CCOC(=O)C1=C(c2ccccc2)ON(C)C1c1ccccc1 (centres undefined)	9	0.9	2	0	101	-1	98	-0.5	5	14
N#Cc1c(N)nc(SCC(=O)OCc2ccccc2)c(C#N)c1-c1ccco1	10	0.7	-14	5	102	-2	98	-0.1	5	34
Cc1ccc(NC(=O)C(=O)NC(C)C2COc3ccccc3O2)cc1 (centres undefined)	14	1	-2	9	95	6	101	-0.3	-14	3
CSCCC(NS(=O)(=O)c1ccc2c(c1)oc(=O)n2C)C(=O)NC1CCCCC1 (centres undefined)	-11	0.8	-5	-3	95	5	107	0.3	-9	20
Cn1nnc(NC(=S)NC(=O)c2ccc(-c3ccc(Br)cc3)o2)n1	-4	0.9	-14	25	108	-11	84	0.4	5	11
Nc1nc(Cn2nnc(-c3ccccc3Cl)n2)nc(N2CCOCC2)n1	11	0.9	-6	-2	107	-10	105	-0.3	6	12
CC(NC(=S)Nc1ccc(Cl)cc1)C(c1ccccc1)N1CCOCC1 (centres undefined)	-3	0.8	-3	12	92	9	93	-0.5	12	18
COc1cc(C(C2=C(O)CC(C)(C)CC2=O)C2C(=O)CC(C)(C)CC2=O)cc(OC)c1OC (centres undefined)	2	1.1	-6	7	102	-4	96	-0.4	-6	-6
Cc1ccc(S(=O)(=O)c2ccccc2)cc1S	2	0.9	-2	5	91	8	97	-0.1	7	12
O=C(COC(=O)c1cnccn1)Nc1ccc2c(c1)OCO2	-11	0.9	0	5	94	4	98	-0.5	-6	14
COc1ccc(-c2cc(C(=O)NCC3CCCO3)c3ccccc3n2)cc1 (centres undefined)	0	0.9	-20	-9	105	-6	110	0.1	-13	14
O=Cc1ccc(-c2cc(Cl)ccc2Cl)[nH]1	5	0.9	15	0	100	-1	104	-0.1	5	9
O=C(CCC(=O)NC1CCCCC1)N/N=C/c1ccncc1	-3	0.9	1	0	96	3	101	0.0	-3	6
CCOC(=O)C1(Cc2cccc(OC)c2)CCN(Cc2cccnc2)CC1	6	/	-9	3	99	0	101	0.1	8	/
COC(=O)c1cc(=O)nc2sc(-c3ccc(F)cc3)nn12	4	0.9	-15	7	100	0	99	-0.3	-14	13
Cc1ccc(S(=O)(=O)N(CCCO)CC(O)CON=C2c3ccccc3-c3ccccc32)cc1 (centres undefined)	-6	0.8	8	-4	108	-9	106	-0.5	7	17
CCOC(=O)C1(CCOc2ccccc2)CCN(Cc2cc(OC)c3c(c2)OCO3)CC1	10	0.9	-7	15	92	7	91	0.4	2	8
CCOC(=O)CNC(=O)CSc1nc(C)cc(C)c1C#N	3	1	3	21	88	13	86	-0.4	16	-5
Brc1cnc(N2CCOCC2)nc1N1CCCCC1	-8	0.9	-1	0	96	0	102	-0.1	-12	9
C=C(C)CNC(=S)Nc1cccc(S(=O)(=O)NC2=NCCC2)c1	6	0.9	4	0	101	-1	102	0.0	3	12
Cc1ccc(CNCc2ccccc2Cl)cc1	1	1	-1	6	105	-5	94	-0.5	-15	4
CN(C)CCNC(=O)NC(=O)c1ccc(Cl)cc1	0	0.9	10	25	106	-7	82	-0.3	5	5
Cc1ccccc1C(=O)NC(NC(=S)Nc1ccc(S(N)(=O)=O)cc1)C(Cl)(Cl)Cl (centres undefined)	1	0.7	12	-8	95	5	107	-0.2	6	27
COc1cccc(NS(=O)(=O)c2cc(C)sc2C)c1	9	0.9	4	8	96	5	97	-0.3	1	12
Cc1ccc([N+](=O)[O-])cc1S(=O)(=O)N(C(=O)c1ccncc1)c1ccc2oc3c(c2c1)CCCC3	-6	1	2	-7	96	4	103	-0.1	-12	4
CCCC(C(=O)NCC1CCCO1)N(Cc1ccco1)C(=O)CNS(=O)(=O)c1ccc(F)cc1 (centres undefined)	3	0.9	-2	7	93	7	98	-0.2	9	12
COc1ccc(C2CC(c3ccccc3)=NN2C(=O)COC(=O)c2nc3nccc(C)n3n2)cc1 (centres undefined)	-2	0.9	-5	-3	105	-6	112	0.0	-9	9
Nc1nncn1C(=O)c1ccccc1Cl	-9	0.8	6	-2	102	-2	105	-0.2	-4	16

Of the compounds above, these have an NH in an aromatic ring.
SMILES	G6PDH counter	Diaphorase act	APP 5UTR inh	STAT3 blocker	STAT1 activator	STAT1 inh	STAT3 activator	Hsp70 activator	TLR4 MyD88 comp	Diaphorase inh
COC(=O)C1=C(C)N(CCc2c[nH]c3ccccc23)C(=O)/C1=C\N(C)C	12	0.9	-15	13	101	-3	98	-0.1	-13	8
O=Cc1ccc(-c2cc(Cl)ccc2Cl)[nH]1	5	0.9	15	0	100	-1	104	-0.1	5	9

The results go on.
SMILES	G6PDH counter	Diaphorase act	APP 5UTR inh	STAT3 blocker	STAT1 activator	STAT1 inh	STAT3 activator	Hsp70 activator	TLR4 MyD88 comp	Diaphorase inh
COc1cccc(C(=O)O/N=C(\N)Cc2ccc(Cl)cc2)c1	-11	0.8	-15	4	102	-2	95	-0.1	-1	18
COc1cccc(CC2(CO)CCCN(Cc3[nH]c4ccc(C)cc4c3C)C2)c1 (centres undefined)	13	0.9	-5	2	92	8	109	-0.3	-8	15
CCn1ncc(C2=NOC(C(=O)NCC(C)C)C2)c1C (centres undefined)	8	0.9	/	11	109	-10	96	0.0	-4	14
O=C(Nc1ccc([N+](=O)[O-])cn1)C1CCCCC1	10	0.9	-8	4	106	-7	99	-0.2	-3	6
COc1cccc(NC(=O)C(c2ccccc2)N2CCN(c3ccccn3)CC2)c1 (centres undefined)	-4	0.9	-2	-8	101	-3	108	0.0	-12	14
COc1ccc(CNC(=O)CSc2nc3nc(C)cc(C)n3n2)cc1	-1	0.9	-1	-4	111	-12	106	0.0	-1	15
O=C(/C=C/c1ccc(Cl)cc1)N1CCN(c2ccc([N+](=O)[O-])c(N3CCOCC3)c2)CC1	-17	1	-4	-8	103	-3	105	-0.1	0	0
Cc1ccccc1C(=O)N1CCN(c2ccc([N+](=O)[O-])c(NCc3ccco3)c2)CC1	0	0.9	-2	4	96	5	103	-0.4	-13	14
CC(C)C(C)(C#N)NC(=O)CSc1nncn1-c1ccccc1 (centres undefined)	6	0.9	-31	10	98	1	94	0.0	-4	12
COc1ccc(CNS(=O)(=O)NCc2ccc(C)cc2)cc1	-3	1	2	0	99	0	103	-0.2	6	-3
COc1cccc(C(=O)NC2CCN(CC(=O)NCc3ccccc3OC)CC2)c1	6	0.9	-9	5	92	8	99	0.0	-10	6
COc1ccc2c(C)c(C(=O)NCC(C)O)oc2c1OC (centres undefined)	1	0.9	0	4	90	10	99	-0.2	-7	9
COc1ccc(-c2oc(/N=C/N3CCCC3)c(C#N)c2-c2ccc(OC)cc2)cc1	-6	0.7	8	12	100	3	91	-0.5	-5	26
COc1cc(CNCCCN2CCOCC2)c(Br)cc1OCC(=O)Nc1ccccc1C	9	1.1	-6	6	107	-8	103	0.3	-6	-6
CCC1=NN(C(=O)c2ccccc2Br)C(O)(c2ccc(Br)cc2)C1 (centres undefined)	1	0.9	-37	16	105	-6	96	-0.3	-4	7
COc1cccc(NC(=O)COc2ccc(C)cc2)c1	11	0.9	-17	5	102	3	97	0.1	-4	6
CC(OC(=O)c1ccccc1Oc1ccccc1)C(=O)NC1CC1 (centres undefined)	13	0.9	-24	-1	95	3	102	-0.5	-3	9
